High-throughput results from PubChem BioAssay.
TRPC6 activator: mouse TRPC6 channel activation. HEK293-TRPC6 membrane potential dye fluorescence; stronger effect = higher value. hit rate 0.13% among 310,000. AID 2550. B-score at 10 µM. Q61143;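 active = B-score of the integrated fluorescence ratio above library mean plus 3 SD, and starting fluorescence ratio within library mean plus 5 SD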;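 also: higher score means more depolarization so channel activation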
TRPC4 potent: allosterically enhances the mouse TRPC4 cation channel; Q9QUQ5; HEK293 TRPC4beta/mu-opioid, DAMGO EC20, Fluo-4 Ca2+ flux; stronger effect = higher value; B-score at 10 µM; hit rate 0.42% among 310,000;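 active = B-score of calcium response area above 5 SD of library B-scores, with initial fluorescence ratio within 5 SD of library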;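 also: B-score of integrated fluorescence ratio over time as area under calcium response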
PolyA inhibitor: inhibitors of polyadenylation in S. cerevisiae | S. cerevisiae SKY197-pL101 polyadenylation reporter, beta-gal luminescence; efflux-impaired pdr1/pdr3 knockout yeast; score 100 = 6 SD above DMSO | calls only at 12 µM | hit rate 0.02% among 300,000 | AID 1875;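 active = lowest replicate activity score at least 50, where 100 means six control SD above control mean; inconclusive = lowest score under 50 but half or more replicates reach 50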;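 also: yeast exposed to compound for 9 h at 30 °C; higher score means more reporter readthrough which indicates perturbed polyadenylation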
MrgX1 allo act: human MrgX1 positive allosteric modulation, primary screen. hit rate 0.63% among 310,000. AID 588675. Q96LB2. MrgX1-HEK293, Fluo-4 calcium flux, FDSS; stronger effect = higher value. B-score at 10 µM;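 active = plate-corrected calcium response at least 3 library SD above typical, normal starting fluorescence, not activating the receptor alone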;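 also: compound read alongside a low EC10 to EC30 dose of BAM8-22 agonist; peak minus trough fluorescence over baseline measured at the second addition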
Target sequence (Q96LB2 whole entry, looked up): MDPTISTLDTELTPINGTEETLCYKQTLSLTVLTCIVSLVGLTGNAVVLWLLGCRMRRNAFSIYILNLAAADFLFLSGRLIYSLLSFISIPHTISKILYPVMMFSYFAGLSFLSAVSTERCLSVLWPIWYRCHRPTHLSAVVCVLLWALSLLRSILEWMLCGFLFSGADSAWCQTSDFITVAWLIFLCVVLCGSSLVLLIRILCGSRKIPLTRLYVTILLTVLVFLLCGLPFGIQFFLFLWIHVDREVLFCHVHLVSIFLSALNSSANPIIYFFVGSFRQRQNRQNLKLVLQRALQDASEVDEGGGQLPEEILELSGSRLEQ
TRPC4 block: inhibitors of mouse TRPC4 channel; hit rate 0.39% among 300,000; B-score at 10 µM; Q9QUQ5; HEK293 TRPC4beta/mu-opioid, DAMGO-evoked Fluo4 calcium flux; stronger effect = lower value;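 active = B-score over 3 SD under the library average, no early fluorescence shift, positive overall ratio signal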
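Signal: kinetic Fluo4 fluorescence imaging of calcium influx. Material: stable TRPC4beta/mu-opioid receptor HEK293 cells. Probe or stimulus: DAMGO in two steps, submaximal then maximal.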
MrgX1 ag: agonists of human MrgX1 receptor | hit rate 0.44% among 310,000 | B-score at 10 µM | Q96LB2 | MrgX1-HEK293 cells, Fluo-4 calcium fluorescence, agonist mode; stronger effect = higher value;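 active = calcium response B-score plate-corrected fluorescence ratio at least 3 library SD, with starting fluorescence B-score inside 5 SD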
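Material: MrgX1-expressing HEK293 cells / Dosing: compound as first of three additions / Incubation: overnight seeding, then 1 h dark dye loading / Signal: Fluo-4 NW calcium fluorescence / Evaluation: B-scored fluorescence response ratio / Benchmarks: positive and negative control wells on each plate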
MrgX1 antag: antagonists of human MrgX1 receptor | Q96LB2 | MRGX1-HEK293 calcium flux, Fluo-4, BAM8-22 antagonism; stronger effect = lower value | B-score at 10 µM | hit rate 1.3% among 310,000;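 active = calcium-response B-score plate-corrected more than 3 library SD below zero, starting fluorescence within 5 deviations, no agonist response on first addition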;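 also: peak minus trough fluorescence over baseline after final BAM8-22 challenge near maximal dose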
HIF activator: HIF pathway transcriptional activation; U2OS HRE-luciferase reporter, luminescence; normalized: DMSO 0%, desferrioxamine 100%; activation, % at 7.5 µM (by protocol); hit rate 0.32% among 300,000;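 active = mean activation of at least 10% of the iron chelator positive control signal, with at least half of replicates also reaching 10%; inconclusive = mean and replicate majority disagree about reaching 10%; inactive = mean and most replicates under 10%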
TRPC6 inhibitor: mouse TRPC6 channel inhibition; Q61143; HEK293-TRPC6, membrane potential dye, ACh-evoked depolarization; stronger effect = lower value; B-score at 10 µM; hit rate 1.1% among 310,000;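 active = B-score under library mean minus 3 SD, initial fluorescence not abnormally high, positive integrated signal ratio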;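 also: B-score derived from integrated fluorescence ratio over the kinetic read; more negative B-score means stronger inhibition of depolarization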
TRPC4 agonist: activators of mouse TRPC4 channel. B-score at 10 µM. hit rate 0.49% among 310,000. HEK293 TRPC4beta/mu-opioid, Fluo4 calcium fluorescence; stronger effect = higher value. Q9QUQ5;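 active = B-score above 5 SD of library B-scores, and initial fluorescence ratio not above library mean plus 5 SD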;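 also: positive B-score marks a calcium rise read as TRPC4 activation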
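Test system: HEK293 cells stably co-expressing mouse TRPC4beta and mu-opioid receptor | Schedule: Fluo4 dye loading 45 min at room temperature, 110 s recording | Measured by: Kinetic Fluo4 calcium fluorescence, 5 s baseline at 1 Hz | Evaluation: B score of integrated ratio | Controls: Buffer (low) and maximal DAMGO (high)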
AI-2 QS mod: modulators of Vibrio harveyi AI-2 quorum sensing system; Vibrio harveyi JMH597 AI-2 luminescence/OD600 ratio, 9 h; stronger effect = lower value; strain lacks LuxN and CqsS sensors; 0 = neutral-control median; activity change, % at 7.5 µM; hit rate 0.4% among 300,000; in the data active = activity change below about -75%, passing the limit was not always enough; inconclusive = no clear call, values can overlap the other calls;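 also: luminescence divided by OD600 gain over 9 h not by final OD600 alone; inactives centre near 13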
* hit, by the source's call; i = inactive; ? = inconclusive; / = not tested or not shown.

SMILES | TRPC6 activator | TRPC4 potent | PolyA inhibitor | MrgX1 allo act | TRPC4 block | MrgX1 ag | MrgX1 antag | HIF activator | TRPC6 inhibitor | TRPC4 agonist | AI-2 QS mod
COc1cc(C(=O)Nc2nnc(SCC(=O)NCC3CCCO3)s2)cc(OC)c1OC (stereo not drawn) | i | i | i | i | i | i | i | 0.0 | i | i | 11.3
CN1C(=O)SC(Nc2ccccc2C(=O)O)C1=O (stereo not drawn) | i | i | i | i | i | i | i | 0.8 | i | i | 39.2
COc1cc(CN2CCNC(=O)C2CC(=O)NC2CCCC2)cc(OC)c1 (stereo not drawn) | i | i | i | i | i | i | i | -0.2 | i | i | 18.1
OCC1(Cc2ccccc2C(F)(F)F)CCN(Cc2ccncc2)CC1 | i | i | i | i | i | i | i | -0.2 | i | i | 17.7
O=C(CCSc1ccc(Cl)cc1)NC1CCCCC1 | i | i | / | i | i | i | i | 0.9 | i | i | 27.9
C/C(CC(=O)Nc1ccc(N(C)C)cc1)=N\NC(=O)C(=O)NCc1ccccc1 | i | i | i | i | i | i | i | 0.3 | i | i | 5.4
O=C1CCCC/C1=C\Nc1ccc(S(=O)(=O)Nc2cnc3ccccc3n2)cc1 | i | i | i | i | i | i | i | / | i | i | -1.5
COCCN(C(=O)COC(=O)CCC1CCCC1)c1c(N)n(Cc2ccccc2)c(=O)[nH]c1=O | i | i | i | i | i | i | i | 0.5 | i | i | 1.4
CCOC(=O)N1CCN(S(=O)(=O)N2CCCC(C(=O)NCCc3ccc(OCC)c(OCC)c3)C2)CC1 (stereo not drawn) | i | i | i | i | i | i | i | -0.8 | i | i | -4.0
c1ccc(CSc2ncnc3c2cnn3Cc2ccccc2)cc1 | i | i | i | i | i | i | i | -0.3 | i | i | 18.5
COc1ccc(CSc2nnc(C)n2N)cc1 | i | i | i | i | i | i | i | -0.2 | i | i | 20.8
CCOC(=O)C1CCN(C(=O)C(=O)c2cn(CC(=O)N3CCCCCC3)c3ccccc23)CC1 | i | i | i | i | i | i | i | 0.0 | i | i | 32.0

The list goes on, overlapping the part above by two compounds.
SMILES | TRPC6 activator | TRPC4 potent | PolyA inhibitor | MrgX1 allo act | TRPC4 block | MrgX1 ag | MrgX1 antag | HIF activator | TRPC6 inhibitor | TRPC4 agonist | AI-2 QS mod
COc1ccc(CSc2nnc(C)n2N)cc1 | i | i | i | i | i | i | i | -0.2 | i | i | 20.8
CCOC(=O)C1CCN(C(=O)C(=O)c2cn(CC(=O)N3CCCCCC3)c3ccccc23)CC1 | i | i | i | i | i | i | i | 0.0 | i | i | 32.0
CC(=O)N1CCN(Cc2nc3scc(-c4ccccc4)c3c(=O)[nH]2)CC1 | i | i | i | i | i | i | i | -0.5 | i | i | -7.8
Cc1c(C(=O)NN2CCN(C)CC2)cccc1[N+](=O)[O-] | i | i | i | i | i | i | i | 0.1 | i | i | 10.6
Cc1cc(C)n(C(=O)CCCCCC(=O)n2nc(C)cc2C)n1 | i | i | i | i | i | i | i | -1.8 | i | i | 16.3
Cc1ccc(S(N)(=O)=O)cc1NC(=O)C(c1ccccc1)c1ccccc1 | i | i | i | i | i | i | i | -0.5 | i | i | 28.4
COCCNC(=O)c1ccc2c(=O)n(Cc3ccco3)c(SCC(=O)NC3CCCC3)nc2c1 | i | i | i | i | i | i | i | 0.2 | i | i | 12.7
Cc1ccc2cccc(OC(=O)/C=C\c3ccccc3)c2n1 | i | i | i | i | i | i | i | -0.3 | i | i | 11.4
Cc1ccc(CN(C(=O)c2c(F)cccc2F)C2CC(C)(C)NC(C)(C)C2)o1 | i | i | i | i | i | i | i | -0.2 | i | i | 64.1
Cc1ccc(C)c(S(=O)(=O)NC(C)C(=O)NCc2ccccn2)c1 (stereo not drawn) | i | i | i | i | i | i | i | 0.2 | i | i | 12.3
CN(C)S(=O)(=O)Oc1ccsc1C(=O)Nc1ccc(Cl)c(Cl)c1 | i | i | i | i | i | i | i | -0.4 | i | i | 28.5
CC(C)(C)c1cc(CCC(=O)Nc2ccncc2)cc(C(C)(C)C)c1O | i | i | i | i | i | i | i | 0.0 | i | i | 24.3
COCC(C)NC(=O)c1ccc(N(C)C)cc1 (stereo not drawn) | i | i | i | i | i | i | i | 0.7 | i | i | 11.9
CN1C(=O)c2ccccc2OC1(C)Cc1ccccc1 (stereo not drawn) | i | i | i | i | i | i | i | -1.2 | i | i | 16.6
Cc1ccc(OCCNC(=O)c2ccc(C)cc2)cc1 | i | i | i | i | i | i | i | 2.1 | i | i | -58.3
Cc1ccc(/C=N\Nc2cn[nH]c(=O)c2Cl)cc1 | i | i | i | i | i | i | i | 2.6 | i | i | 18.2
Cc1cc(=O)[nH]c2c3ccccc3nn12 | i | i | i | i | i | i | i | 0.4 | i | i | 6.5
CC(=O)Nc1cccc(NC(=O)CSc2nc3c(=O)n(C)c(=O)n(C)c3n2C)c1 | i | i | i | i | i | i | i | 0.0 | i | i | 26.1
CCOc1ccc(N2C(=O)S/C(=C\c3cc(OC)c(OC)c(OC)c3)C2=O)cc1 | i | i | i | i | i | i | i | -0.2 | i | i | 7.0
CCCOc1ccc(C2c3c(oc4cc(C)c(C)cc4c3=O)C(=O)N2CCCN(C)C)cc1 (stereo not drawn) | i | i | i | i | i | i | i | 0.1 | i | i | 0.5
COc1ccc(CNC(=O)CN(C(=O)c2csnn2)c2cccc3ccccc23)cc1 | i | i | i | i | i | i | i | 1.6 | i | i | /
Cc1ccc2c(C)c(C(=O)N(Cc3cccs3)C3CCS(=O)(=O)C3)oc2c1 (stereo not drawn) | i | i | i | i | i | i | i | -0.4 | i | 61* | 4.6
Nn1c(SCc2cn3ccccc3n2)nnc1-c1ccncc1 | i | i | i | i | i | i | i | -0.1 | i | i | 22.6
Cc1cccc(NC(=O)CNC(=O)c2cccc(-n3cccc3)c2)c1C | i | i | / | i | i | i | i | -0.7 | i | i | -14.4
Cc1ccc(NC(=O)N2CCCc3ccccc32)cc1C | i | i | i | i | i | i | i | 3.4 | i | i | 14.3
O=C(Nc1nnc(-c2cc(Cl)ccc2Cl)o1)c1ccco1 | i | i | i | i | i | i | i | 0.2 | i | i | 37.6
c1cncc(-c2cccnc2)c1 | i | i | i | i | i | i | i | -0.2 | i | i | 30.9
COc1cc(/C=C2\CCn3c2nc2cc(C(=O)O)ccc2c3=O)ccc1OC(F)F | i | i | i | i | i | i | i | -4.1 | i | i | 70.6
CCCCN(CCCC)CCCNC(=O)C1CC(c2cc(C(F)(F)F)cc(C(F)(F)F)c2)=NO1 (stereo not drawn) | i | i | i | i | i | i | i | -0.5 | i | i | -3.8
O=C(COc1ccccc1)Nc1nnc(-c2ccc(F)cc2)o1 | i | i | i | i | i | i | i | -0.2 | i | i | ?
CC(O)c1nc2ccccc2n1C(C)c1ccccc1 (stereo not drawn) | i | i | i | i | i | i | i | -0.1 | i | i | -2.3
CCCn1nnc(NC(=O)c2cc3ccccc3o2)n1 | i | i | i | i | i | i | i | 2.4 | i | i | 15.8
O=C(O)/C=C\c1cn(-c2ccccc2)nc1-c1cc2ccccc2o1 | i | i | i | i | i | i | i | 1.3 | i | i | 35.9
Cc1cc(O)c(C(C)C)cc1NS(=O)(=O)c1ccccc1 | i | i | i | i | i | i | i | -0.4 | i | i | 0.5
CCn1ncc(Br)c1C(=O)N(C)C12CC3CC(CC(C3)C1)C2 | i | i | i | i | i | i | i | 0.0 | i | i | 50.1
O=C(O)CN1C(=O)C2C3CC(C2C1=O)C1C(c2ccc(F)cc2)c2sc(=O)[nH]c2SC31 (stereo not drawn) | i | i | i | i | i | i | i | 0.1 | i | i | 15.8
COc1ccc(COC(=O)CCS(=O)(=O)c2ccc(C)cc2)cc1F | i | i | i | i | i | i | i | -0.7 | i | i | -17.2
O=C1C(Cl)=C(N2CCCCCC2)C(=O)N1c1ccccc1Cl | i | i | i | i | i | i | i | 0.4 | i | i | 5.1
COc1ccc(OC)c(S(=O)(=O)N2CCCC(C(=O)N3CCCC3)C2)c1 (stereo not drawn) | i | i | i | i | i | i | i | -0.6 | i | i | 13.8
COc1ccccc1CNC(=O)CSc1ccc(-c2ccccn2)nn1 | i | i | i | i | i | i | i | -0.1 | i | i | 33.2
Cc1ccc(S(=O)(=O)N(CCC(=O)O)Cc2ccc(Cl)cc2)cc1 | i | i | i | i | i | i | i | / | i | i | -2.8
CCOC(=O)N1CCN(C(=O)c2cccc(NS(=O)(=O)c3ccc(F)c(F)c3)c2)CC1 | i | i | i | i | i | i | i | -0.3 | i | i | 7.5
O=C(/C=C/c1ccccc1)NC1CC2CCCC(C1)N2Cc1ccccc1 (stereo not drawn) | i | i | i | i | i | i | i | 0.2 | i | i | 14.1
Nc1ncnc2c1ncn2CCN1CCOCC1 | i | i | i | i | i | i | i | ? | i | i | 15.0
CCCCC(=O)NC(=S)Nc1ccccc1C(=O)Nc1ccccc1 | i | i | i | i | i | i | i | -0.3 | i | i | 17.8
Cc1cc(C)c2c(N)c(C(=O)Nc3nccs3)sc2n1 | i | i | i | i | i | i | i | 0.3 | i | i | 18.2
CC(C)NC(=O)NNc1c(Cl)cncc1Cl | i | i | i | i | i | i | i | 0.8 | i | i | 19.4
O=C1CN(C(=S)Nc2ccc(OC(F)F)cc2)CCN1 | i | i | i | i | i | i | i | 0.5 | i | i | 4.8
O=C(O)c1ccc(Cn2cc(/C=C\[N+](=O)[O-])c3ccccc32)o1 | i | i | i | i | i | i | i | 1.2 | i | i | 16.1
COc1ccc(C(=O)CNc2ccccc2Br)cc1 | i | i | i | i | i | i | i | 2.2 | i | i | 1.2
O=C(COC(=O)C1CC(=O)N(Cc2ccco2)C1)c1ccc(OC(=O)c2ccccc2)cc1 (stereo not drawn) | i | i | i | i | i | i | i | 2.4 | i | i | -0.7
CSc1cccc(NC(=O)CN(C)S(=O)(=O)c2ccc(F)cc2)c1 | i | i | i | i | i | i | i | 0.0 | i | i | -2.0
COc1ccc(-c2cc(C(=O)NCCN3CCOCC3)c3ccccc3n2)cc1 | i | i | i | i | i | i | i | 0.7 | i | i | 5.0

An excerpt (hit frequency here may not be typical).
